USP1 inh – USP1/UAF1 (human) deubiquitinase inhibition | O94782 | recombinant USP1/UAF1, Ub-Rhodamine cleavage fluorescence | Potency, µM (titrated, usually from 57.1 µM), for the others: top-dose activity change, negative = inhibition, most hits filed as inhibitors | hit rate 0.23% among 390,000; further: potency means the concentration at half of the fitted maximal effect; on the % scale 0 is the no-effect control and ±100 the full control effect; nearly all actives have a fitted effect of over 60% in size; inactives centre near -12
Target sequence (O94782 whole entry, looked up): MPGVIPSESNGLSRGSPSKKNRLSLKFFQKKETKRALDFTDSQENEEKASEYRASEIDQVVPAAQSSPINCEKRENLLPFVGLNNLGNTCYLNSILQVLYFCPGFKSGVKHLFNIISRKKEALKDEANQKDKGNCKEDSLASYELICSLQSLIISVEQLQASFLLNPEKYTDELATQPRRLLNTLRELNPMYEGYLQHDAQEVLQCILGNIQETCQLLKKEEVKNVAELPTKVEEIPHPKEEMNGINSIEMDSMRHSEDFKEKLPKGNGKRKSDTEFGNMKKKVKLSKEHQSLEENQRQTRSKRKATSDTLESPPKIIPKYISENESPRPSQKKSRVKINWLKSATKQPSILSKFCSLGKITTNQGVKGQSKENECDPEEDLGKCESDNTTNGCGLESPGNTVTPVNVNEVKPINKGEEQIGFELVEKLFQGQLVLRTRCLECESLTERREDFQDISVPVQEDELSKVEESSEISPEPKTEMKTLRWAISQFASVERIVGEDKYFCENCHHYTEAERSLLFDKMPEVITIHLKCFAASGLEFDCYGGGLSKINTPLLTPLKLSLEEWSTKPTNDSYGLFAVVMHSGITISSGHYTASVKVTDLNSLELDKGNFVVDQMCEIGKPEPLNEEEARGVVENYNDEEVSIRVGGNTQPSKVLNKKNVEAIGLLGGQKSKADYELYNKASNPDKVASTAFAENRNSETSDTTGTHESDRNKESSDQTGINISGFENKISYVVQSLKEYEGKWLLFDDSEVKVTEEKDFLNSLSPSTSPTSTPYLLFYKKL
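High-throughput fluorogenic screen: 1nM USP1/UAF1 complex, Ub-Rho substrate 150nM final, 50mM HEPES pH 7.8 with 0.5mM EDTA, 0.1 mg/ml BSA, 1mM TCEP and 0.01% Tween-20.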
TrxR1 substrate – is turned over as a substrate by rat TrxR1 | purified TrxR1 substrate turnover, NADPH consumption readout | O89049 | hit rate 0.01% among 390,000 | Potency, µM (top dose mostly 114 µM), inactives show at the highest dose activity change, negative = substrate turnover | AID 588456; further: potency means the concentration at half of the fitted maximal effect; on the % scale 0 is the no-effect control and ±100 the full control effect; nearly all actives have a fitted effect of over 50% in size
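Rat TrxR1, dispensed at 90 nM, was prereduced with 400 uM NADPH (final) for 5 min at ~22 deg C, then incubated with compound 15 min before 400 uM selenite. A first-read NADPH fluorescence drop versus no-compound background flagged substrates.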
rTrxR1 inhibitor – rat TrxR1 inhibition. O89049. recombinant rTrxR1, NADPH fluorescence consumption, selenite substrate. Potency, µM (doses to about 114 µM), inactives show at the highest dose activity change, negative = inhibition, usual class: inhibitors. hit rate 1% among 390,000. AID 588453; further: potency means the concentration at half of the fitted maximal effect; on the % scale 0 is the no-effect control and ±100 the full control effect; nearly all actives have a fitted effect of over 65% in size
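Rat TrxR1 (90 nM in the dispensed reagent) was pre-reduced with 400 uM NADPH for 5 min at room temperature, then incubated with compound for 15 min. After 400 uM selenite was added, NADPH fluorescence (Ex 340/Em 450 nm) was followed for 8 min.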
GLS inhibitor – blocks human kidney-isoform glutaminase activity. O94925. GLS enzymatic activity, qHTS titration. Potency, µM (titrated, usually from 45.5 µM), for the others: top-dose activity change, negative = inhibition, hits mostly inhibitors. hit rate 0.21% among 410,000; further: potency means the concentration at half of the fitted maximal effect; on the % scale 0 is the no-effect control and ±100 the full control effect
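Glutamate formation by hKGA was monitored fluorometrically using coupled glutamate oxidase, HRP and Amplex Red. Substrate was added as 1 mM L-glutamine solution; incubation was 30 min at RT after an initial read.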
Tb PGK inh – inhibitors of T. brucei phosphoglycerate kinase; PGK/GAPDH coupled, Kinase-Glo luminescence, 60 min; Potency, µM (top dose mostly 57.5 µM), without a hit: at the highest dose activity change, negative = inhibition, actives largely listed as inhibitors; P07378; hit rate 0.043% among 380,000; further: potency means the concentration at half of the fitted maximal effect; on the % scale 0 is the no-effect control and ±100 the full control effect; nearly all actives have a fitted effect of over 60% in size
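Recombinant glycosomal PGK reaction used 1,3-bisphosphoglycerate generated in-well by GAPDH (100nM final) in 100mM TEA pH 7.6, 5mM MgCl2, 0.01% Tween-20. After 60 minutes at room temperature, ATP was read by Kinase-Glo Plus luminescence end-point.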
PI4K2A inh – inhibitors of human PI4K2A | Q9BTU6 | purified PI4K2A, ADP-Glo luminescence, 1 h; stronger effect = lower value | activity change, negative = inhibition, % at 76.9 µM | hit rate 0.13% among 420,000; in the data active means activity change below about -50%; inconclusive means mostly about -30% to -49%;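 further: -100% = wells without enzyme as full effect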
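ADP-Glo luminescence measured ADP generated by PI4K2A enzyme (4 ug/mL before mixing) with 1.2 mM PI substrate (pre-mix) and 300 microM ATP (pre-mix). Tris pH7.5 buffer with MgCl2, Triton X-100; 1 h reaction at ambient temperature.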
mIDH1 inhibitor – blocks human mutant IDH1 R132H enzyme; IDH1-R132H enzyme, NADPH consumption, diaphorase/resazurin fluorescence; O75874; AID 602179; Potency, µM (titrated, usually from 76.6 µM), without a hit: at the top dose activity change, negative = inhibition, actives largely listed as inhibitors; hit rate 0.093% among 390,000; further: potency means the concentration at half of the fitted maximal effect; on the % scale 0 is the no-effect control and ±100 the full control effect; nearly all actives have a fitted effect of over 65% in size
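IDH1-R132H (0.5 ug/mL dispensed) in pH 7.5 Tris buffer was preincubated 30 min with compound, then given a substrate mix of 0.016 mM NADPH and 2 mM alpha-KG for 80 min at room temperature; remaining NADPH was read by diaphorase/resazurin fluorescence.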
Pin1 inh – inhibitors of human Pin1 | Q13526 | Pin1 FP peptide displacement, HiFluor488, 10 min | Potency, µM (highest dose often 115 µM), without a hit: top-dose activity, negative = inhibition, usual class: inhibitors | hit rate 0.009% among 390,000; active means well fitted inhibition curve with a large enough effect in the polarisation, with a control signal flat, not every such curve was filed as active; inconclusive means small, poorly fitted or top-dose-only effect, or effect the other way, or a change in a side signal; inactive means no such curve, though single readings can be large or run the other way; the % refers to the polarisation; further: potency means the concentration at half of the fitted maximal effect; on the % scale 0 is the no-effect control and ±100 the full control effect
Target sequence (Q13526 whole entry, looked up): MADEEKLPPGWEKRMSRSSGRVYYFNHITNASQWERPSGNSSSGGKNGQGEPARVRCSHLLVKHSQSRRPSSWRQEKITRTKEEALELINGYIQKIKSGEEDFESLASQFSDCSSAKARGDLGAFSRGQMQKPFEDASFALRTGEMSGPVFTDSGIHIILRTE
HP1b chromo inh – inhibitors of HP1-beta chromodomain binding to methylated histone tails; hit rate 0.56% among 390,000; P83916; AlphaScreen HP1-beta / biotin-H3K9me3 peptide binding; Potency, µM (highest dose often 114 µM), for the others: at the top dose activity change, negative = inhibition, most hits filed as inhibitors; further: potency means the concentration at half of the fitted maximal effect; nearly all actives have a fitted effect of over 70% in size; inactives centre near 23
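AlphaScreen: HP1-beta (50 nM) preformed 30 min with biotin-H3(1-18)K9me3 peptide (50 nM) in PBS pH 7.4, 0.01% Tween-20. Compound added for 30 min at RT, then streptavidin donor/nickel chelate acceptor beads (10 ug/mL) for 30 min.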
An asterisk follows results filed as active; i = inactive; ? = inconclusive; · = not tested or not shown; & = joins results of further samples; [ ] = remark or other dose. Unless noted, the call rests on the fitted dose curve; in most records, active means well fitted curve in the direction sought with a large enough effect; inconclusive means small, poorly fitted or top-dose-only effect, or another doubt; inactive means no such curve, though single readings can be large; an effect the other way counts as inactive or inconclusive. The list is partial; the hit share may differ from the screen's.

SMILES	USP1 inh	TrxR1 substrate	rTrxR1 inhibitor	GLS inhibitor	Tb PGK inh	PI4K2A inh	mIDH1 inhibitor	Pin1 inh	HP1b chromo inh
O=C(c1cccc([N+](=O)[O-])c1)N1CCN(c2ccc(Cl)cc2)CC1	-20.5%	-5.1%	-5.5%	2.9%	-2.8%	0.1	1.0%	-2.0%	4.8%
Cc1c(N=NC2=C(O)CC(C)(C)CC2=O)cc2c(c1[N+](=O)[O-])C(C)(C)CC2(C)C	?	4.5%[57.1 µM]	11.5%[57.1 µM]	-4.2%	4.1%	2.0	3.2%	20.9%	?
Cc1ccc(S(=O)(=O)N2CCN(C(=O)C3COc4ccccc4O3)CC2)cc1C (stereo unspecified)	-11.7%	7.3%	21.7%	-0.4%	-1.1%	8.2	0.3%	2.7%	5.3%
CC(=O)NC(Cc1c[nH]c2ccccc12)C(=O)NCc1ccco1 (stereo unspecified)	1.6%	-6.5%	-15.7%	-17.6%	0.5%	0.8	-8.0%	6.5%	22.6%
O=c1c(Cc2ccc(F)cc2)c(O)ccn1Cc1ccc(Cl)cc1Cl	-28.9%	12.4%[57.1 µM]	18.4%[57.1 µM]	4.2%	-0.5%	-2.0	3.5%	0.0%	16.8%
Cc1ccc(/C=C2/SC(=S)N(C3CCCCC3)C2=O)o1	-9.8%	-6.2%	-10.7%	-5.4%	0.0%	6.9	-1.0%	?	-13.6%[57 µM]
COc1cc(C(=O)Nc2ccccc2C2COC(=O)C2=N)cc(OC)c1OC (stereo unspecified)	-9.4%	-14.6%	-12.9%	-5.2%	-7.5%	-2.2	3.4%	7.8%	38.3%
O=C(NCc1cccc(Cl)c1)NCc1noc2ccccc12	1.3%	4.4%	9.9%	-0.9%	-0.5%	-2.1	-6.1%	-2.5%	38.4%
COc1cccc(NC(=O)N(Cc2cn(C)c3ccccc23)C2CCCCCC2)c1	-32.4%	2.6%	19.8%	21.8%	1.2%	2.8	0.6%	7.6%	9.1%
O=C(COc1ccc(Cl)cc1)NCc1nnc(SCC(=O)Nc2ccccc2F)o1	-3.0%	-6.5%[57.1 µM]	25.8%[57.1 µM]	-3.7%	-4.7%	4.5	4.6%	-4.1%	30.6%
C=CCN(c1ccc(Br)cc1C(=O)OC)S(C)(=O)=O	-8.2%	6.8%&-0.9%	15.9%[57.1 µM]	2.0%	-1.1%	-3.1	12.7%	-3.0%	86.4%[activator]
O=C(O)c1ccc2c(c1)C(=O)N(c1ccc(/C=C/C(=O)c3ccccc3)cc1)C2=O	-10.4%	-6.0%[57.1 µM]	-65.9%	-2.6%	-11.5%	-2.6	6.5%	7.1%	-5.4%
O=C(CNc1ccc2ccccc2c1)N/N=C/c1cc2ccccc2nc1Cl	-24.5%	-5.5%	-16.9%	11.4%	-1.5%	7.1	4.2%	5.5%	-12.7%
CCOc1ccc(NC(=O)CCN2CCN(S(=O)(=O)c3ccc(Cl)cc3)CC2)cc1	2.2%	3.8%	20.4%	10.4%	-9.0%	0.1	-2.6%	-0.4%	9.2%
Cn1cccc1C1C=C(c2ccc(C(C)(C)C)cc2)Nc2ncnn21 (stereo unspecified)	?	1.3%	-11.7%	-19.4%	-2.3%	0.5	-11.5%	-12.8%	32.6%
CCOC(=O)C1CCCN(C(=O)c2ccc(C)cc2O)C1 (stereo unspecified)	-4.7%	-2.5%	1.5%	16.6%	-4.1%	1.0	4.4%	0.4%	29.8%
COc1ccccc1-n1cc(C(=O)NCC(=O)N2CCN(c3ccccc3)CC2)c2ccccc2c1=O	0.4%	5.4%[57.1 µM]	0.0%[57.1 µM]	5.4%	0.7%	-4.4	0.6%	0.1%	19.5%
CCN(CC)S(=O)(=O)c1cc(NC(=O)COC(=O)c2sc3ccccc3c2Cl)ccc1C	-13.6%	-4.6%	-4.2%	20.5%	9.3%	4.2	1.1%	-8.1%	30.6%
CCN1CCN(CCCNC(=O)c2ccc(NC(=O)C3=CSCCO3)cc2)CC1	-10.6%	3.3%	21.3%	3.8%	-15.7%	-11.3	-7.9%	-3.4%	5.8%[57 µM]
c1nc2sc3c(c2c2nnnn12)CCCC3	-2.2%	47.4%[activator]	-2.5%	4.1%	·	-2.7	8.3%	0.2%	19.1%
Cc1sc2c(=O)n3c(nc2c1C(=O)NC1CCCCC1)CCCCC3	-1.5%	2.6%[57.1 µM]	1.3%[57.1 µM]	0.8%	4.6%	-0.6	-8.9%	1.6%	-4.3%
NC(=O)N/N=C/c1cn(-c2ccccc2)nc1-c1cccs1	-21.1%	13.8%[57.1 µM]	36.8%[activator][57.1 µM]	-12.7%	-3.7%	2.8	13.2%	-3.3%	18.2%
CCc1ccc(NC(=O)CCn2c(=O)c3cccn3c3ccccc32)cc1	-23.2%&-27.0%	-9.4%&1.9%	6.1%&16.9%	9.2%&6.0%	-0.1%&-9.3%	0.0&-6.4	5.4%&-4.9%	?	27.9%&17.6%
COc1ccc(-c2nnc3ccc(SCC(=O)Nc4cc(C)on4)nn23)cc1OC	-7.7%	9.1%[57.1 µM]	17.0%[57.1 µM]	-11.2%	-7.6%	4.6	-4.2%	-4.9%	?
CN(C(=O)c1ccco1)c1nc(CC(=O)Nc2ccccc2)cs1	-25.4%	14.1%[57.1 µM]	9.5%	-8.9%	-8.7%	-9.4	5.9%	2.3%	30.4%
O=C(NCc1ccc(Cl)cc1)C(=O)NCC1OCCN1S(=O)(=O)c1ccc2c(c1)OCCO2 (stereo unspecified)	-22.0%	5.9%[57.1 µM]	8.7%[57.1 µM]	-2.6%	-1.9%	2.9	3.7%	13.7%	27.3%
CCc1ccc2oc(C(=O)N(Cc3ccc(N(C)C)cc3)Cc3ccco3)c(C)c2c1	-5.8%	-4.3%	23.0%	-8.0%	·	5.5	·	0.5%	?
COC1OC2COC(c3ccccc3)OC2C(OC(C)=O)C1OC(C)=O (stereo unspecified)	-4.4%	12.1%[57.1 µM]	8.0%[57.1 µM]	0.7%	-3.7%	5.8	2.0%	-8.4%	21.3%
Cn1nnnc1SCC(=O)Nc1ccc2c(c1)OCO2	-19.8%	-1.1%[57.1 µM]	7.7%	-8.1%	-6.4%	4.1	0.8%	2.0%	50.7%[activator]
Cc1nc2sc(C(c3ccccc3)N3CCN(c4ccccc4F)CC3)c(O)n2n1 (stereo unspecified)	-4.0%	-8.3%	-8.5%	5.2%	-11.0%	59.4	2.7%	3.6%	7.8%
COc1ccc(N2CCN(C(CNC(=O)C(=O)NC3CCCC3)c3ccco3)CC2)cc1 (stereo unspecified)	-15.6%	-7.1%	-7.9%	16.4%	i	-0.2	9.4%	0.9%	19.8%
Cc1cccc(C(=O)Nc2sc3c(c2C(=O)Nc2ccccc2)CCC3)c1	?	3.4%	-11.4%	-1.6%	-3.2%	1.7	-4.7%	-3.7%	42.7%[activator]
O=C(O)/C=C/c1ccccc1Oc1ccccc1	-1.8%	0.2%	-1.8%	5.5%	-4.3%	-2.2	-4.8%	6.9%	48.0%[activator]
COc1ccccc1C(=O)NCCC(=O)N1CCN(C(=O)c2ccco2)CC1	-18.9%	0.8%	-0.3%	0.9%	-0.6%	-3.2	-1.7%	0.3%	29.6%
CC(C)(C)n1nnnc1C(c1cc2cc3c(cc2[nH]c1=O)OCO3)N1CCN(c2ccccc2)CC1 (stereo unspecified)	-6.7%	55.0%[activator]	-15.2%	26.9%	7.2%[11.5 µM]	1.2	4.4%	-1.1%	17.3%
CCOCCCNC(=O)C(c1ccc(OC)cc1)N(Cc1ccc2c(c1)OCO2)C(=O)c1ccccn1 (stereo unspecified)	-2.4%	2.5%[57.1 µM]	7.7%[57.1 µM]	-0.7%	i	3.1	-4.2%	0.5%	-2.5%
C=CCOc1cc(C)nc(-c2ccccc2O)n1	-23.2%	11.7%[57.1 µM]	9.2%[57.1 µM]	-9.3%	6.7%	-4.8	3.3%	-1.2%	314.5%[activator]
Cn1c(CSc2ncn[nH]2)nc2ccccc21	-8.6%	11.7%	-1.9%	6.2%	-4.7%	1.8	-2.4%	1.8%	11.0%
CCCNC(=O)c1c(N)n(-c2ccc3c(c2)OCO3)c2nc3ccccc3nc12	-10.4%	8.4%	18.8%	-9.9%	-11.5%	-0.2	-1.9%	0.3%	27.3%
C/C(=N\Nc1nc2ccc(Cl)cc2o1)c1ccccc1	-17.8%	-2.5%	12.1%	9.2%	-5.3%	-11.5	7.2%	4.3%	7.6%
CCOc1ccc(/C=C/[N+](=O)[O-])c2ccccc12	-5.3%	6.4%	?	50.7%[activator]	-5.9%	36.8	-11.3%	7.3%	-19.1%
NC(=O)CSc1nnc(-c2ccncc2)n1-c1ccc(Cl)cc1	-24.1%	7.8%	22.8%	0.6%	-6.6%	3.6	5.2%	-2.7%	12.8%
CCOC(=O)c1ccc(NC(=O)Cn2nc3c4ccccc4n(Cc4cccc(F)c4)cc-3c2=O)cc1	-5.5%	-1.1%	8.9%	-1.0%	-4.2%	-8.2	16.4%	4.7%	36.6%
N#Cc1nc(-c2cccs2)oc1NCCCN1CCOCC1	-16.3%	975.3%[activator]	118.4%[activator]	14.3%	-10.8%	-0.2	0.3%	0.2%	2.5%

Assay outcomes as filed in PubChem BioAssay.
